# XiGFP reactiv: reactivates the inactive X chromosome in mouse fibroblasts; XiGFP mouse fibroblasts, % GFP-positive cells imaging, 3 d; cells co-treated with 5-aza-dC sensitizer; scaled so ellipticine positive control = 100%; 360,000 tested, 0.055% active; activation, % at 7.58 µM; AID 743238;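 active means mean normalized replicate activation at least 10% and every replicate at or above 10%; inconclusive means only one of the two criteria met; inactive means mean below 10% and not all replicates reach 10%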;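 further: 0% = median of on-plate neutral control wells and 100% = ellipticine 6 µM median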
#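 System: 68-5-11 XiGFP fibroblast line; Timing: 3 days compound exposure; Compound dosing: one concentration, pinned; Benchmarks: positive control ellipticine, 6 µM final; Buffer or medium: DMEM containing 5-aza-dC.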
# CFTR F508del cor: CFTR F508del correction in bronchial cells; CFBE cells, YFP halide quenching; stimulated with forskolin plus potentiator P3; % fluorescence drop versus neutral controls; activity (quench increase), % at 7.58 µM; 350,000 tested, 0.36% active; AID 720511;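 active means mean added fluorescence quench of at least 8% versus neutral control, with both replicates also reaching 8%; inconclusive means only one of the mean or replicate conditions met; inactive means mean below 8% and not both replicates reaching 8%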;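 further: cells transiently co-express mutant CFTR-F508del with the halide-sensitive YFP; corrector assay measuring rescue of mutant channel to the surface after 24 h compound exposure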
# RAD54 inh: RAD54 (human) branch migration inhibition; Q92698; RAD54 Holliday junction branch migration, FAM/BHQ fluorescence; inhibition, % at 10.4 µM; 360,000 tested, 0.14% active; AID 602329;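 active means mean normalized replicate activity at least 40 and at least half of replicates scoring 40 or more; inconclusive means only one of the two criteria met; inactive means mean below 40 and under half of replicates reaching 40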;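 further: 0% = median of neutral control wells and 100% = median of positive control wells; inhibitors cause a drop in the FAM fluorescence signal; in these data hits start at about 50%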
# Target sequence (Q92698 whole entry, looked up): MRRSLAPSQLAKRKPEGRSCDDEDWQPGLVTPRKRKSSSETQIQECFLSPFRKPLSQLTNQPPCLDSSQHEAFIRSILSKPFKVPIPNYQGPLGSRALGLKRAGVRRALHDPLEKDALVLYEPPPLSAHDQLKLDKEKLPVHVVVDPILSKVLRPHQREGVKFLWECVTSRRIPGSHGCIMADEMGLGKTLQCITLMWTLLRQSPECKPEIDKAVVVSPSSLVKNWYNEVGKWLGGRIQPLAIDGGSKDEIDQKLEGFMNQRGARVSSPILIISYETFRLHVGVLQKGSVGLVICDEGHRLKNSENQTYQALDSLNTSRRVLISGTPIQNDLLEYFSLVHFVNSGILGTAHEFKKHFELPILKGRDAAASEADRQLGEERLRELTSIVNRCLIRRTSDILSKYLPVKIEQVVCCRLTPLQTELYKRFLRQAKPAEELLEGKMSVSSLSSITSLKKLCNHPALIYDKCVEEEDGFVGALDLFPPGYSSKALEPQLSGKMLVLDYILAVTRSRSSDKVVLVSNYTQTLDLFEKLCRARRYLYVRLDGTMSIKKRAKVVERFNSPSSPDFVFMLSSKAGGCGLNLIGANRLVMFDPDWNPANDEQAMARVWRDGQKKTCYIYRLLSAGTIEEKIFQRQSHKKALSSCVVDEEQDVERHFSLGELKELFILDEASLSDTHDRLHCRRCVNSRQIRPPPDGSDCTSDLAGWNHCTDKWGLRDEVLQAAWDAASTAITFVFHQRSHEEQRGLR
# DENV2 CPE: DENV2-induced cell death inhibition. 350,000 tested, 1.7% active. DENV2-infected cells, cytopathic effect rescue, plate reader. CPE inhibition, % at 9.99 µM; in the data active means CPE inhibition above about 20%, passing the limit was not always enough; inconclusive means no clear call, values can overlap the other calls; tested in BHK-21 cells;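 further: 0% = median of neutral control wells and 100% = median of positive control wells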
# RAD52 anneal inh: RAD52 (human) annealing inhibition; inhibition, % at 18.7 µM; recombinant RAD52 DNA annealing, FRET fluorescence; AID 651710; 360,000 tested, 0.46% active; P43351;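 active means every replicate showing at least 50% inhibition; inconclusive means mean inhibition at least 50% but not in every replicate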
# E-sel inducer: E-selectin induction on HUVECs; P16581; HUVEC E-selectin immunofluorescence imaging; normalized: neutral wells 0, TNF-alpha wells 100; activation, % at 7.58 µM; 260,000 tested, 0.37% active;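 active means mean E-selectin-positive cell signal at least 10% of the positive control, reached in at least 60% of replicates, without over 20% cell loss; inconclusive means no rule given, readout overlaps actives, possibly toxicity-flagged; inactive means the rest, including those meeting only one limit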;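 further: in these data hits start at about 27%; measured in HUVEC primary endothelial cells; signal is the percent of cells scored E-selectin positive by PE staining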
#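 Assay system: HUVEC, human umbilical vein endothelial cells / Amount: 3,000 HUVEC/well / Controls: TNF-alpha positive control, DMSO neutral control / Compound dosing: single concentration / Medium: EGM-2 over gelatin coat / Evaluation: percent E-selectin-positive cells / Signal: immunofluorescence imaging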
# Casp6 inh: caspase-6 (human) enzyme inhibition; purified caspase-6, Z-VEID-R110 cleavage fluorescence; 350,000 tested, 0.53% active; inhibition, % at 12.5 µM;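 active means mean inhibition across replicates at least about 35%, with every replicate also reaching that limit, limit read from the data; inconclusive means only one of the two criteria met; inactive means neither criterion met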;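 further: 0% = median of neutral control wells and 100% = no fluorescence left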
# Target sequence (P55212 24-179 limits assumed): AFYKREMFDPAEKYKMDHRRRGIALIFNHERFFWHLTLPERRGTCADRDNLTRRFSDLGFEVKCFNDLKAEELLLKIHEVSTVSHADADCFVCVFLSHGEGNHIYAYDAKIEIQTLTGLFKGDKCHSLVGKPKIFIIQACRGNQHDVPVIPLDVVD
# Target sequence (P55212 194-293 limits assumed): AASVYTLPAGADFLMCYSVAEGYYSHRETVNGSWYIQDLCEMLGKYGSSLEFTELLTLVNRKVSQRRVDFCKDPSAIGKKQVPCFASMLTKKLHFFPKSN
# GSIS activator: GLuc luminescence reporter in INS-1E cells, primary screen for activators of glucose-dependent secretion of insulin; INS-1E GLuc reporter insulin secretion, 2-3 h; activation, % at 16.6 µM; 370,000 tested, 0.61% active;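 active means lowest replicate activation of at least 40%, so every replicate reaches that level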;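 further: 0% = median of neutral control wells and 100% = median of IBMX positive control wells; some compounds called inactive have numbers as strong as hits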
# Starred values were filed as active, the others as inactive; ? = inconclusive; nt = not tested or not shown.
entry	molecule	XiGFP reactiv	CFTR F508del cor	RAD54 inh	DENV2 CPE	RAD52 anneal inh	E-sel inducer	Casp6 inh	GSIS activator
1	Cc1c(OCC(=O)NCc2cccnc2)ccc2c3c(c(=O)oc12)CCC3	0.0	-0.9	-1	5	-1	0.0	-1	8
2	CCCCCC(=O)N1CCN(c2ccc(C(C)=O)cc2F)CC1	0.1	-2.8	2	1	-2	-0.1	0	-19
3	CCOC(=O)c1ccc(S(=O)(=O)N2CCN(C(=O)CSc3nc4ccccc4o3)CC2)cc1	0.1	nt	-4	29*	-2	0.7	1	-4
4	O=C1NC(=O)c2cc3ccccc3cc21	0.5	5.8	7	3	-6	-0.5	2	20
5	CC(OC(=O)c1ccc(S(=O)(=O)N2CCCCC2)cc1)C(=O)NC1CCCCC1C (centres undefined)	-0.1	-2.0	4	-9	-4	0.0	0	-2
6	C[C@H](CO)N1C[C@H](C)[C@H](CN(C)S(=O)(=O)c2ccccc2)Oc2ccc(NS(=O)(=O)c3ccc(F)cc3)cc2CC1=O	-1.2	-0.7	-2	-8	3	-0.1	-2	-12
7	O=C(CCN1C(=O)/C(=C/c2ccccc2Cl)SC1=S)Nc1ccccn1	0.1	-4.1	-17	10	-62	nt	-2	3
8	COC(=O)C[C@@H]1CC[C@H]2[C@H](COc3ccc(NC(=O)Nc4ccccc4C)cc3C(=O)N2C)O1	0.2	-1.7	2	?	-12	0.0	0	-5
9	O=C(c1ccc2ccccc2c1O)N1CCCCC1	0.0	-0.3	-5	-5	-25	2.8	0	1
10	Cc1ccc(-c2ccc(C(=O)Nc3cccc(F)c3)o2)c2ccccc12	1.0	2.4	-4	12	-67	0.0	2	nt
11	CN(C)C(=O)[C@@H]1[C@@H](CO)[C@@H]2Cn3c(ccc(-c4ccccc4)c3=O)[C@H]1N2CCc1ccccc1	0.1	-0.4	4	3	-3	0.2	-2	-4
12	CCN(C[C@H]1N[C@@](C)(C(=O)OC)[C@H]2C(=O)N(C)C(=O)[C@@H]12)S(=O)(=O)c1ccc(C(F)(F)F)cc1	-0.1	-2.9	-7	-12	2	nt	2	20
13	CC1=C(C(N)=O)C(c2cccs2)n2ncnc2N1 (centres undefined)	-0.2	2.3	2	-4	-7	2.8	-3	42
14	COc1ccccc1NC(=O)Cn1c(=O)n(C)c(=O)c2sc3c(c21)COC(C)(C)C3	0.0	0.6	7	-5	3	0.0	7	-3
15	CN(c1ccccc1)c1nc(N)c([N+](=O)[O-])c(NCCO)n1	-0.1	0.0	nt	3	-22	-0.2	2	29
16	CNc1nc(NCc2ccccc2)c2ccccc2n1	0.2	-1.3	-7	-7	2	0.3	-3	27
17	COc1ccc(C(=O)N/C(=C\c2cn(C)c3ccccc23)C(=O)N2CCOCC2)cc1	0.1	-3.1	-6	-1	-18	nt	5	5
18	Cc1noc(C)c1NC(=O)Nc1ccc2c(c1)C(=O)N([C@@H](C)CO)C[C@@H](C)[C@@H](CN(C)C(=O)NC(C)C)O2	0.1	0.4	4	-9	9	0.0	0	30
19	CC1CCCN(c2cccc3c2S(=O)(=O)N(Cc2cccc(F)c2)[C@@H](C)[C@H](c2ccccc2)O3)C1 (some centres undefined)	0.2	-0.7	nt	-10	-9	0.2	-4	-8
20	COc1cc(/C=C/C(=O)O)ccc1S(=O)(=O)N1CCCc2ccccc21	0.0	0.8	-1	5	-9	nt	2	2
21	CC(=O)NC(CC(=O)NCCc1ccccc1)c1ccccc1 (centres undefined)	0.4	-0.3	5	5	-14	nt	1	23
22	CCOC(=O)C1=C(C(=O)OCC)N(CC2CCCCC2)CCC1=O	0.0	0.2	-3	-2	-5	0.0	-4	-1
23	COc1ccccc1S(=O)(=O)N[C@@H]1CC[C@H](CCNC(=O)C2CCCCC2)O[C@@H]1CO	0.8	-0.6	-3	8	18	-0.1	0	19
24	COc1ccc(CCC2(C)NC(=O)NC2=O)cc1 (centres undefined)	nt	1.7	-8	-1	-5	nt	-1	11
25	C[C@@H]1CN([C@H](C)CO)C(=O)c2cccc(NC(=O)CCCCCC(=O)Nc3ccccc3N)c2O[C@@H]1CN(C)CC1CC1	-0.2	-2.8	nt	12	5	0.0	1	3
26	Cc1ccc2c(c1)-c1c(ssc1=S)C(C)(C)N2C(=O)CSC1=NCCS1	nt	2.3	4	1	-9	nt	1	5
27	CCC(=O)N(C)C[C@@H]1Oc2ncc(C#CC3(O)CCCC3)cc2C(=O)N([C@@H](C)CO)C[C@H]1C	-0.3	-1.6	-5	11	-1	-0.1	3	13
28	Cc1ccc[n+](-c2[nH]c(=O)sc2/C=N/N=C(\[O-])c2cccnc2)c1	0.1	4.4	0	-1	-20	-0.2	4	8
29	CC(C)NC(=O)N(C)C[C@H]1Oc2ncc(-c3cncnc3)cc2C(=O)N([C@@H](C)CO)C[C@@H]1C	-0.6	-0.3	-8	-4	0	-0.1	nt	5
30	C[C@@H]1CN([C@@H](C)CO)C(=O)c2cc(NC(=O)c3ccncc3)ccc2O[C@@H]1CN(C)Cc1ccncc1	-1.1	0.3	9	6	4	-0.4	3	19

# Limited to DENV2 CPE, E-sel inducer and CFTR F508del cor (three entries from above):
nr	Molecule	DENV2 CPE	E-sel inducer	CFTR F508del cor
21	CC(=O)NC(CC(=O)NCCc1ccccc1)c1ccccc1 (centres undefined)	5	nt	-0.3
22	CCOC(=O)C1=C(C(=O)OCC)N(CC2CCCCC2)CCC1=O	-2	0.0	0.2
23	COc1ccccc1S(=O)(=O)N[C@@H]1CC[C@H](CCNC(=O)C2CCCCC2)O[C@@H]1CO	8	-0.1	-0.6

# Remaining list, next part.
entry	molecule	XiGFP reactiv	CFTR F508del cor	RAD54 inh	DENV2 CPE	RAD52 anneal inh	E-sel inducer	Casp6 inh	GSIS activator
31	O=C(NCc1ccccc1Cl)c1cc(=O)[nH]c2ccccc12	0.2	2.5	2	-1	-27	nt	4	17
32	C[C@H](NC(=O)[C@H]1[C@H](CO)[C@H]2Cn3c(ccc(C4=CCCCC4)c3=O)[C@H]2N1C)c1ccccc1	0.4	0.2	-7	3	-33	-0.2	4	5
33	CC(C)c1nnc(NC(=O)CCC(=O)N2CCN(c3ccc(F)cc3)CC2)s1	0.1	4.1	nt	4	-2	?	-2	1
34	Cc1ccc(OCCNC(=O)c2cccc(S(=O)(=O)N3CCN(Cc4ccccc4)CC3)c2)cc1	0.2	-0.8	-5	13	-35	-0.6	-118	-32
35	CN(C(=O)c1cccc(NC(=O)Cc2ccc(NC(=O)C3CCCN(C(=O)C4CCCCC4)C3)cc2)c1)C1CCC1 (centres undefined)	0.1	3.1	2	2	3	0.9	-3	-15
36	Cc1coc2cc3oc(=O)c4c(c3cc12)CCCC4	nt	0.2	-2	2	-20	nt	-1	4
37	COc1ccc(NC(=O)c2cc3nc(-c4ccccc4)cc(C)n3n2)cc1OC	0.0	0.2	0	9	-3	0.5	3	7
38	c1ccc(C2=NN(c3ccccc3)C(c3ccco3)C2)cc1 (centres undefined)	0.0	-1.0	1	-7	-15	nt	-5	11
39	NS(=O)(=O)c1cccc(NC(=O)COC(=O)COc2ccc3ccccc3c2)c1	0.0	1.3	nt	8	-19	nt	0	-3
40	CC(C)CNc1nnnc2c1sc1nc(N3CCOCC3)c3c(c12)CCCC3	0.0	-4.2	nt	3	2	nt	2	-3

# Compound profiles, from the list above. Order of values: XiGFP reactiv | CFTR F508del cor | RAD54 inh | DENV2 CPE | RAD52 anneal inh | E-sel inducer | Casp6 inh | GSIS activator
# NS(=O)(=O)c1cccc(NC(=O)COC(=O)COc2ccc3ccccc3c2)c1 across the screens: 0.0 | 1.3 | nt | 8 | -19 | nt | 0 | -3
# Cc1coc2cc3oc(=O)c4c(c3cc12)CCCC4 across the screens: nt | 0.2 | -2 | 2 | -20 | nt | -1 | 4

# Additional compounds follow.
entry	molecule	XiGFP reactiv	CFTR F508del cor	RAD54 inh	DENV2 CPE	RAD52 anneal inh	E-sel inducer	Casp6 inh	GSIS activator
41	C/C=C(\C)C(=O)O[C@@H]([C@H](O)c1cc2ccc(=O)oc2cc1OC)C(C)(C)O	0.1	4.4	-3	nt	0	-0.2	2	0
42	CNC[C@H]1Oc2c(NC(=O)NC3CCCCC3)cccc2C(=O)N([C@@H](C)CO)C[C@H]1C	-0.1	0.1	2	-3	-8	-0.1	0	11
43	CCn1cc(C(C)NC(=O)Nc2ccccc2C(=O)OC)c(C)n1 (centres undefined)	0.5	2.4	nt	14	-7	nt	0	21
44	C[C@@H]1CN([C@H](C)CO)S(=O)(=O)c2ccc(C3=CCCCC3)cc2O[C@@H]1CN(C)S(=O)(=O)c1cn(C)cn1	-0.2	-2.5	-5	-3	12	11	3	-17
45	COc1ccccc1CNC(=O)CN(C)CC(=O)Nc1ccccc1Br	0.7	-3.7	9	-3	12	-0.1	6	nt
46	COc1ccc2c3c(n(C)c2c1)[C@@H](CO)N(C(=O)Nc1ccc(F)cc1)CC31CN(C(=O)NC(C)C)C1	0.5	-1.4	nt	-3	nt	0.3	nt	-17
47	C[C@@H](O)C#Cc1ccc2c(c1)O[C@H](CN(C)Cc1ccccc1)[C@@H](C)CN([C@@H](C)CO)S2(=O)=O	4.2	-1.6	8	-2	0	-0.1	-4	-2
48	Cc1ccc(N(CCC#N)C(=O)COC(=O)C2CCN(S(=O)(=O)c3ccc(C)c(C)c3)CC2)cc1	0.0	0.9	nt	-18	-9	nt	10	-22
49	CO[C@H]1CN(C)C(=O)c2cc(NC(=O)c3nc4ccccc4s3)ccc2OC[C@H](C)N(Cc2cccnc2)C[C@@H]1C	0.2	1.4	-3	21*	23	0.1	0	-43
50	Cc1cccn2c(=O)c(C=O)c(N3CCN(C)CC3)nc12	0.0	1.0	3	-1	-5	nt	-2	11
51	CC(C)CC(=O)N/C(N)=N/c1nc2ccccc2o1	0.0	-5.0	1	2	-11	2.3	1	-3

# Some of the entries so far, with one line to a screen:
50. Cc1cccn2c(=O)c(C=O)c(N3CCN(C)CC3)nc12
51. CC(C)CC(=O)N/C(N)=N/c1nc2ccccc2o1
42. CNC[C@H]1Oc2c(NC(=O)NC3CCCCC3)cccc2C(=O)N([C@@H](C)CO)C[C@H]1C
45. COc1ccccc1CNC(=O)CN(C)CC(=O)Nc1ccccc1Br

Assay by compound,50,51,42,45
XiGFP reactiv,0.0,0.0,-0.1,0.7
CFTR F508del cor,1.0,-5.0,0.1,-3.7
RAD54 inh,3,1,2,9
DENV2 CPE,-1,2,-3,-3
RAD52 anneal inh,-5,-11,-8,12
E-sel inducer,nt,2.3,-0.1,-0.1
Casp6 inh,-2,1,0,6
GSIS activator,11,-3,11,nt
